Source: PubChem BioAssay
Apoferritin bind – candidate novel general anesthetic via apoferritin binding | apoferritin/1-aminoanthracene competitive binding, fluorescence | Potency, µM (titrated, usually from 77.5 µM), inactives show at the top dose activity change, negative = displacement, usual class: inhibitors | 0.074% of 350,000 active; further: potency means the concentration at half of the fitted maximal effect; on the % scale 0 is the no-effect control and ±100 the full control effect; nearly all actives have a fitted effect of over 20% in size
Target sequence (P02791 2-175 limits assumed): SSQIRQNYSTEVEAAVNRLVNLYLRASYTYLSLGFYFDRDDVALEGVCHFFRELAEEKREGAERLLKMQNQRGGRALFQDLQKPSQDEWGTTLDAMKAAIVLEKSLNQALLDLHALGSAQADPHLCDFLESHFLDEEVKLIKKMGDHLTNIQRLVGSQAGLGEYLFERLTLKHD
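Read-out: endpoint 1-AMA fluorescence, excitation 380 nm and emission 535 nm, after compounds sit 10 min at room temperature with 10 uM horse-spleen apoferritin in 50% saturated 1-AMA/PBS. Values come from four-parameter Hill fits.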
POLK inh – blocks human DNA polymerase kappa activity; Potency, µM (series often up to 107 µM), for the others: at the highest dose activity, negative = inhibition, actives largely listed as inhibitors; 0.53% of 400,000 active; Q9UBT6; AID 588579; purified Pol kappa, fluorescent DNA synthesis assay, 10 min; further: potency means the concentration at half of the fitted maximal effect; on the % scale 0 is the no-effect control and ±100 the full control effect
Target sequence (Q9UBT6 whole entry, looked up): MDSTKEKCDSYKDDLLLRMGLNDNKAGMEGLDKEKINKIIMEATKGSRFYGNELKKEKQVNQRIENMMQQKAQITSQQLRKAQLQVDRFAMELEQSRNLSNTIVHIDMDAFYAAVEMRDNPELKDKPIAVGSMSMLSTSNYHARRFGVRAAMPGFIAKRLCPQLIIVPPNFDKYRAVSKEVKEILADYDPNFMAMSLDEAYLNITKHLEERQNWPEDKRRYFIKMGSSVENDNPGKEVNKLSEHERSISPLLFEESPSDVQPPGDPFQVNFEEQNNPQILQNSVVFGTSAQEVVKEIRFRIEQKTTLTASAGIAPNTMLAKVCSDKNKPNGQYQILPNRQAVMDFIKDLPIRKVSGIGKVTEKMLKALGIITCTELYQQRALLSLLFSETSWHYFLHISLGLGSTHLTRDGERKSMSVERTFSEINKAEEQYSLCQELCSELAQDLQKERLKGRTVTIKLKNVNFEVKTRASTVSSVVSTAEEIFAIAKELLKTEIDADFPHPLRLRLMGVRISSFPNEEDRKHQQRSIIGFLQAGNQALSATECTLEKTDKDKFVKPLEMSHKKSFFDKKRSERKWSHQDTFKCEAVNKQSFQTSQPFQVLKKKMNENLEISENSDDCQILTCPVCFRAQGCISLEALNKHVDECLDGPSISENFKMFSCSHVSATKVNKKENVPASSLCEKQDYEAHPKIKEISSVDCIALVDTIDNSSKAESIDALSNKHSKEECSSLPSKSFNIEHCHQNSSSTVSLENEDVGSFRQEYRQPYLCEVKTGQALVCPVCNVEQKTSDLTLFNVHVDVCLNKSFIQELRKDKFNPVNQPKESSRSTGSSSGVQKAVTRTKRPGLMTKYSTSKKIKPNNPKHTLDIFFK
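Kinetic fluorescence readout at 0 and 10 min followed reaction start with substrate at 50 nM final. Beforehand, enzyme (10 nM Pol kappa) stood 15 min with compound at room temperature; buffer-only wells were negative controls.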
Pol beta inh – DNA polymerase beta (human) inhibition; P06746; Pol beta primer extension/strand displacement, fluorescence kinetic; Potency, µM (highest dose often 114 µM), for inactives: at the top dose activity change, negative = inhibition, most hits filed as inhibitors; 1.3% of 340,000 active; further: potency means the concentration at half of the fitted maximal effect; on the % scale 0 is the no-effect control and ±100 the full control effect
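Reaction started by 50 nM substrate onto compound-treated Pol beta (10 nM, 15 min preincubation, room temperature); plates read at 0 min and 10 min. Normalized concentration-effect data fitted by four-parameter Hill equation.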
POLI inh – DNA polymerase iota (human) inhibition; 1% of 390,000 active; Q9UNA4; Pol iota fluorescent replication assay, 10 min; Potency, µM (series often up to 115 µM), for the others: at the top dose activity, negative = inhibition, most hits filed as inhibitors; further: potency means the concentration at half of the fitted maximal effect
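Pol iota at 10 nM preincubated 15 min with compounds at room temperature; reaction started with fluorescent substrate, 50 nM final. Fluorescence read kinetically at 0 and 10 min; buffer-only wells as negative control.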
RXFP1 antagonist – blocks the human relaxin receptor RXFP1. activity change, negative = inhibition, % at 57.5 µM. HEK293-RXFP1, relaxin-stimulated cAMP HTRF, 30 min; hits give low values. 0.59% of 350,000 active. Q9HBX9. AID 1259400;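 active means activity change of -60% or lower, but not beyond a set lower limit; inconclusive means change between -60% and -40%, or beyond the set limit; inactive means change above -40%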; further: on the % scale 0 is the no-effect control and ±100 the full control effect
PGK inhibitor – T. brucei PGK inhibition; Potency, µM (titrated, usually from 57.5 µM), for the others: top-dose activity change, negative = inhibition, actives largely listed as inhibitors; P07378; 0.043% of 380,000 active; PGK/GAPDH coupled, Kinase-Glo luminescence, 60 min; AID 602233; further: potency means the concentration at half of the fitted maximal effect; on the % scale 0 is the no-effect control and ±100 the full control effect; nearly all actives have a fitted effect of over 60% in size
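Recombinant glycosomal PGK reaction used 1,3-bisphosphoglycerate generated in-well by GAPDH (100nM final) in 100mM TEA pH 7.6, 5mM MgCl2, 0.01% Tween-20. After 60 minutes at room temperature, ATP was read by Kinase-Glo Plus luminescence end-point.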
Pol eta inh – inhibitors of human DNA polymerase eta; Q9Y253; recombinant Pol eta, fluorescent DNA replication assay; Potency, µM (top dose mostly 114 µM), inactives show top-dose activity change, negative = inhibition, actives largely listed as inhibitors; 1.2% of 390,000 active; AID 588591; further: potency means the concentration at half of the fitted maximal effect; on the % scale 0 is the no-effect control and ±100 the full control effect
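Pol eta at 10 nM preincubated with compounds 15 min at room temperature; reaction started with fluorescent substrate (50 nM final) and read kinetically at 0 and 10 min.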
APEX1 inh – inhibitors of human APE1 endonuclease. 0.35% of 350,000 active. Potency, µM (titrated, usually from 65.8 µM), without a hit: at the top dose activity change, negative = inhibition, actives largely listed as inhibitors. P27695. recombinant APE1, TAMRA/BHQ-2 abasic DNA cleavage fluorescence. AID 2517;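 further: potency means the concentration at half of the fitted maximal effect; plate controls were vehicle for no effect and reference inhibitor for full effect; nearly all actives have a fitted effect of over 55% in size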
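Step 1: APE1 (0.75 nM) with compound, 15 min RT. Step 2: add 50 nM fluorophore/quencher THF duplex. Step 3: three fluorescence reads 60 s apart (525/598 nm); read 3 minus read 1 = reaction progress.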
BLM inh – inhibitors of human Bloom syndrome helicase BLM; P54132; recombinant BLM DNA unwinding, fluorescence dequenching; Potency, µM (series often up to 56.1 µM), without a hit: top-dose activity change, negative = inhibition, most hits filed as inhibitors; 0.2% of 350,000 active; AID 2528;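 further: potency means the concentration at half of the fitted maximal effect; plate controls were vehicle for no effect and no enzyme for full effect; nearly all actives have a fitted effect of over 35% in size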
* marks the source's active call; other numbers are inactive results; i = inactive; ? = inconclusive; · = no result given; & = joins results of further samples; [ ] = remark or other dose. Unless noted, the call rests on the fitted dose curve; in most records, active means well fitted curve in the direction sought with a large enough effect; inconclusive means small, poorly fitted or top-dose-only effect, or another doubt; inactive means no such curve, though single readings can be large; an effect the other way counts as inactive or inconclusive. Some of the compounds tested, so the mix of outcomes need not match the whole.

SMILES	Apoferritin bind	POLK inh	Pol beta inh	POLI inh	RXFP1 antagonist	PGK inhibitor	Pol eta inh	APEX1 inh	BLM inh
CCCCCCCCCNC(=O)[C@H](NC(=O)COc1ccccc1)[C@@H]1NC(C(=O)OC)C(C)(C)S1 (stereo not given in full)	·	-6%&-16%	·	17%&43%	·	-4%	-16%	·	·
COC(=O)CSc1nnc(CCc2ccccc2)n1C	-2%	-2%	-19%	89%[activator]	13	3%	-17%	0%	3%
CC(C(=O)Nc1ccc2c(c1)OCCO2)N(C)CC(=O)Nc1ccccc1Br (stereo not given)	·	0%	·	24%	0	-4%	-13%	-12%	·
COc1ccc(CCN(C)C(=O)C(CCSC)NC(=O)c2ccco2)cc1OC (stereo not given)	·	2%	·	-19%	4	-1%	-10%	5%	·
CC(C(=O)NCC1CCCO1)N(C(=O)c1snc(C(N)=O)c1N)c1ccccc1 (stereo not given)	24%	-1%	-17%	12%	1	-1%	-11%	1%	0%
CSC1=NCCN1C(=O)Cc1ccc(-c2ccccc2)cc1	-19%	-1%	-5%	45%[activator]	-10	-6%	-17%	-2%	-3%
Cc1cc(NC2CCCCC2)nc(-c2ccccc2O)n1	-16%	-8%	-25%	7%	-18	i	-15%	-10%	-4%
CCc1ccc(CN(Cc2ccco2)C(=O)c2ccc(OC)cc2)cc1	24%	-11%	1%	15%	-63*	-7%	-24%	·	-10%
O=C(NC1CCCN(Cc2ccc(Cl)cc2)C1)c1cccc(N2CCCC2=O)c1 (stereo not given)	-16%	1%	39%	36%[activator]	-4	-2%	-17%	20%	2%
CCOC(=O)CC1C(=O)NCCN1C(=O)c1ccc(Cl)cc1 (stereo not given)	2%	-1%	17%	-19%	-2	-12%	-2%	39%	-1%
Cc1ccc(C(=O)CC2(O)C(=O)N(C)c3ccccc32)s1 (stereo not given)	-15%	-4%	-1%	11%	-4	1%	-11%	2%	2%
Cc1onc(-c2ccccc2)c1C(=O)N1CCN(c2ccccc2)CC1	-8%	-11%	14%	-6%	-15	-3%	-11%	1%	-2%
CCNc1nc(Oc2ccc(C(=O)OC)cc2)nc(N(C)C)n1	1%	-13%	10%	2%	-8	-1%	-6%	2%	-6%
CCN(CC)C(=O)Cn1cc(C(=O)C(=O)N2CCN(c3ccccc3)CC2)c2ccccc21	?	-3%	5%	6%	24	-1%	-13%	-15%	0%
CCOc1ccc(NC(=O)NC(CC)Cn2nnc3ccccc3c2=O)cc1 (stereo not given)	-7%	9%	16%	21%	·	-2%	-9%	·	-1%
OCCNc1nc2ccccc2n1-c1ccccc1	-5%	-5%	26%	24%	-9	-6%	-11%	-2%	1%
Cc1ccc(S(=O)(=O)N(C)C)cc1NC(=O)CN1c2cccc3cccc(c23)S1(=O)=O	·	-2%	·	55%[activator]	8	i	-31%	-12%	·
Cc1c(C(=O)O)sc(=S)n1-c1ccc(Cl)cc1	4%	-10%[60.1 µM]	0%	-16%	-15	-6%	-4%	0%	0%
Cc1nnc(N2CCCC(C(=O)NCCc3ccccc3)C2)c2nn(-c3ccccc3)c(C)c12 (stereo not given)	-3%	2%	7%	13%	?	-1%	-11%	·	5%
CCN(CC)c1ccc(CNCc2cccs2)cc1	-10%	-6%	-14%	84%[activator]	-15	-6%	-16%	15%	-14%
CC(c1ccon1)N(C)C(=O)CCc1nnc(Cc2ccc(-c3ccccc3)cc2)o1 (stereo not given)	-9%	-2%	-2%	34%[activator]	2	-5%	?	-3%	-4%
COc1ccc(S(=O)(=O)NCCc2cn3nc(C)c(C)nc3n2)cc1F	392%[activator]	-11%	-15%	33%[activator]	18	-2%	-19%	-5%	-1%
CC(C)C(=O)Nc1cccc(C(=O)NCc2ccc3c(c2)OCO3)c1	-1%	-8%	-18%	-7%	3	-1%	4%	-4%	-11%
COc1ccccc1-c1sc2cc3c(cc2c1C#Cc1ccccn1)OCO3	·	-8%	·	?	·	0%	-10%	21%	·
CCOc1ccc2nc(NC(=O)CN3CCC(n4nnc5cc(F)ccc54)CC3)sc2c1	-8%	-22%	3%	8%	-5	-2%	-1%	-5%	-5%
CCn1c(O)c(/C=C2\C=Nc3ccccc32)sc1=Nc1ccc(C)cc1	-15%	-6%[60.1 µM]	4%	6%	1	-2%	-14%	2%	-5%
Cc1cccc(CC(=O)Nc2ccc(C(=O)N3CCCCC3)cc2)c1	?	-15%	-5%	-25%	-3	-1%	-9%	-9%	-1%
CCc1cccc(C)c1NC(=O)COC(=O)c1cc([N+](=O)[O-])ccc1N1CCOCC1	·	-4%	·	15%	-11	-6%	-23%	15%	·
CCc1ccc(CN2CCC(n3nccc3NC(=O)c3ccccc3)CC2)o1	-13%	13%	9%	24%	10	i	-8%	76%[activator]	1%
O=C(CCn1cnc2ccccc2c1=O)Nc1ccc(S(=O)(=O)N2CCCC2)cc1	?	-3%	4%	7%	-16	-2%	-13%	2%	-9%
Cc1ccc(N2C(=O)c3cccc4c(N)ccc(c34)C2=O)c2cccnc12	52%[activator]	?	?	79µM*	2	-12%	?	?	-23%
O=c1c2c(O)cc(O)cc2oc2ccc(O)c(O[C@@H]3O[C@H](CO)[C@@H](O)[C@H](O)[C@H]3O[C@H]3O[C@H](CO)[C@@H](O)[C@H](O)[C@H]3O)c12	·	-4%	·	-23%	·	-1%	0%	39%	·
Cc1nc2nc(C(F)(F)F)[nH]n2c(=O)c1Cc1ccccc1	3%	-9%[60.1 µM]	26%	8%	2	4%	-8%	·	3%
COc1ccc(N(CC(=O)NCCSCc2cccc(Cl)c2)S(C)(=O)=O)cc1	-15%	2%	?	?	1	-6%	-27%	-4%	-3%
O=C(Nc1ccc2nccnc2c1)c1ccco1	26%	9%	-9%	28%	2	-7%	-9%	3%	2%
CN(CCC1CCCCO1)C(=O)CCc1nnc(CCCCc2ccccc2)o1 (stereo not given)	-18%	-3%	42%	18%	-4	·	-3%	-1%	-2%
CCC(C(=O)OCC(=O)Nc1ccc(F)cc1)c1ccccc1 (stereo not given)	·	-7%	·	3%	-8	-3%	-21%	-7%	·
Cc1sc2c(c1C)c(=O)nc1n2Cc2ccccc2-1	-1%	·	?	·	·	·	·	2%	4%
O=C(COC(=O)/C=C/c1cccc(C(F)(F)F)c1)NC(=O)NCc1ccco1	·	-3%	·	15%	-31	-1%	-17%	-7%	·
CCOC(=O)c1cnc2c(C)c(C)ccc2c1NCCN1CCOCC1	-11%	1%	5%	65%[activator]	-18	0%	-16%	0%	39%[activator]
Cc1c(C)c(C)c(CN2CCCC2)c(C)c1C	-6%	3%	23%	8%	-14	0%	-13%	4%	-4%
Nc1nonc1-c1nc2ccccc2n1Cc1cccc(Cl)c1	6%	-10%	8%	?	-1	i	-7%	·	-5%
COc1ccc(S(=O)(=O)NCC2CCCO2)c(Cl)c1Cl (stereo not given)	-8%	-16%	13%	141%[activator]	-2	-6%	-12%	24%	-5%
O=C(CN1C(=O)NC(Cc2c[nH]c3ccccc23)C1=O)NC1CCCCC1 (stereo not given)	·	-4%	·	34%[activator]	0	-4%	-15%	14%	·
CC(C)CNC(=S)NNC(=O)c1ccccc1OC(F)F	52%[activator]	-5%	6%	24%	25	14%	-7%	0%	0%
Cc1ccc(-c2noc(CCC(=O)Nc3ccc(F)cc3Cl)n2)cc1	-9%	7%	-3%	0%	-11	-10%	-16%	·	-3%
CCNc1nc(NC(C)C)nc(N2CC(=O)N(CC(=O)OCC)C2=N)n1	7%	-16%	4%	15%	-9	-1%	-6%	1%	1%
COc1cc(C#Cc2c(C=O)n(C)c3ccccc23)cc(OC)c1	·	0%	·	4%	·	i	-3%	5%	·
CCc1c(O)nc(SCC(=O)Nc2ccc(OC)cc2)n(C2CCCCC2)c1=O	-6%	3%	-8%	-2%	-6	i	-13%	?	-4%
Cc1cccc2sc(N(CCCN(C)C)C(=O)COc3ccccc3)nc12	-19%	-10%	0%	-10%	1	·	·	·	5%
O=C(c1ccccc1)N1CCN(c2ccc([N+](=O)[O-])c(N3CCOCC3)c2)CC1	-18%	-2%	6%	-7%	-10	-1%	-12%	-5%	-2%
O=C(CCCOc1ccccc1)Nc1nccs1	-14%	0%	7%	-4%	-23	-3%	0%	-5%	-1%
CCNC(=O)CN1C(=O)NC2(CCCc3cc(OC)ccc32)C1=O (stereo not given)	-4%	-12%	38%	12%	-2	-4%	0%	7%	-2%
CNc1ncnc2c1ncn2[C@H]1C[C@H](OP(=O)(O)O)[C@@H](COP(=O)(O)O)O1	·	-3%[60.1 µM]	10%[57.1 µM]	7%[58.9 µM]	·	·	-2%[57.1 µM]	-3%	·
C=CC[C@@H](CC(=O)N(CCO)Cc1ccccc1)C(=O)N[C@H](COC(=O)[C@@H](CC=C)Cc1ccc(F)cc1)Cc1c[nH]c2ccccc12	·	-11%	·	2%	·	3%	-20%	-26%	·
CC1CCC(NC(=O)c2ccc3c(c2)N(Cc2ccccc2)C(=O)c2ccccc2S3=O)CC1 (stereo not given)	-6%	-4%	0%	-23%	·	-7%	-14%	·	-5%
CN(CCCN1CCOCC1)C(=O)c1ccc2nc(Cc3cccc(Cl)c3)oc2c1	-22%	-11%	1%	14%	-1	1%	-3%	-2%	1%
COc1ccc(C(c2nnnn2Cc2cccs2)N2CCN(c3ccccc3F)CC2)cc1OC (stereo not given)	32%[activator]	-3%	-2%	?	0	-9%	-3%	?	2%
Cc1ccc(N/C=C(/C#N)c2ccsc2)cc1C	6%	-5%	36%[activator]	?	-10	-5%	-13%	-6%	1%

Compound profiles, as listed above. Order of values: Apoferritin bind | POLK inh | Pol beta inh | POLI inh | RXFP1 antagonist | PGK inhibitor | Pol eta inh | APEX1 inh | BLM inh
CC1CCC(NC(=O)c2ccc3c(c2)N(Cc2ccccc2)C(=O)c2ccccc2S3=O)CC1 (stereo not given) is listed as -6% | -4% | 0% | -23% | · | -7% | -14% | · | -5%
COc1ccc(C(c2nnnn2Cc2cccs2)N2CCN(c3ccccc3F)CC2)cc1OC (stereo not given) is listed as 32%[activator] | -3% | -2% | ? | 0 | -9% | -3% | ? | 2%
